# ATG4B inh – blocks human ATG4B protease cleavage of LC3 substrate | Q9Y4P1 | ATG4B cleavage of LC3-PLA2, NBD-HPC fluorescence, 1 h | inhibition, % at 8.33 µM | 340,000 tested, 0.51% active | AID 504462; in the data active means inhibition above about 40%
# PfGluPho inh – PfG6PD (Plasmodium falciparum) enzyme inhibition | PfGluPho enzyme, NADPH resazurin-diaphorase fluorescence | inhibition, % at 20 µM | 350,000 tested, 0.78% active;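 active means inhibition reaching at least a set limit at 20 µM in the primary screen, cut at about 59% in these data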;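 further: 0% = DMSO wells with substrate and 100% = DMSO wells lacking glucose-6-phosphate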
# SENP1 FRET inh – inhibitors of human SENP1 SUMO protease catalytic domain. inhibition, % at 10 µM. 360,000 tested, 0.21% active. AID 624204. recombinant SENP1 catalytic domain, CyPet-SUMO1-YPet FRET cleavage;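 active means inhibition at least 30% at 10 µM, raw YFP signal under a set limit, fluorescence ratio 0.5 to 1.5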;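 further: 0% = enzyme with DMSO and 100% = no enzyme wells; some results filed as inactive read as strong as hits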
# Target sequence (Q9P0U3 419-644 limits assumed): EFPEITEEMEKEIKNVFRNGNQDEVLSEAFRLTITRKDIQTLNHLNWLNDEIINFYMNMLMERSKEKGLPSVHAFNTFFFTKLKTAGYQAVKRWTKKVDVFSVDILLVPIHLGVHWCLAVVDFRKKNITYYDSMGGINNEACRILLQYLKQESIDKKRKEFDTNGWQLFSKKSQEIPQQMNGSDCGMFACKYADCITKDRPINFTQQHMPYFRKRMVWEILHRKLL
#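 System: Recombinant human SENP1 catalytic domain, His6-tagged | Incubation: Enzyme reaction for 50 min at room temperature, dark | Medium: Tris pH 8 with BME, BSA, NP40 and catalase | Also added: 25 nM SUMO1 FRET substrate | Compound: 10 µM single point, 0.5% DMSO | Measured by: FRET fluorescence in CFP and YFP emission channels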
# GRIN3A LBD mod – modulators (binders) of human NR3A ligand-binding domain. NR3A LBD differential scanning fluorimetry, Tm shift; 0% = protein alone, 100% = glycine-bound protein. Tm shift relative to glycine control, % at 25 µM. 340,000 tested, 2.5% active;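 active means melting temperature shift of at least 10% of the positive control shift, at one fixed dose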
# SENP6 block – blocks the human protease SENP6. Q9GZR1. AID 2599. Recombinant SENP6 catalytic domain, aminoluciferin luminescence. 330,000 tested, 1.8% active. inhibition, % at 10 µM;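 active means inhibition above about 50% at the single tested dose, limit read from the data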;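 further: plate controls were DMSO wells with enzyme for no effect and DMSO wells lacking enzyme for full effect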
# Target sequence (Q9GZR1 628-1112 limits assumed): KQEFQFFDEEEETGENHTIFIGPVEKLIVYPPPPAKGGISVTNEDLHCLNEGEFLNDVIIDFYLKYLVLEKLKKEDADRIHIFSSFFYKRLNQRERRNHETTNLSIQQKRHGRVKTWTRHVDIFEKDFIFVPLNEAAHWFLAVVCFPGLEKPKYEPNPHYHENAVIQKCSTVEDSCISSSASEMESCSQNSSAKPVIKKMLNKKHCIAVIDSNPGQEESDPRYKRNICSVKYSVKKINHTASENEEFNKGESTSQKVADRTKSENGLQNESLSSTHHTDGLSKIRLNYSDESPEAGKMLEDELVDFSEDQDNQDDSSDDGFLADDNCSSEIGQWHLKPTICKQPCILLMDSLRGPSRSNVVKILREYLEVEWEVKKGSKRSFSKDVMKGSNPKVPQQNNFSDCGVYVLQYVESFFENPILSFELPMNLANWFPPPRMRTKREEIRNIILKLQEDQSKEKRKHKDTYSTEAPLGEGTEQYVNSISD
# SENP8 inh – blocks human SENP8 cleavage of Nedd8 substrate. recombinant SENP8, Nedd8 substrate fluorescence. inhibition, % at 20 µM. 360,000 tested, 0.64% active; in the data active means inhibition mostly above about 40%, no sharp cut-off; inactive means mostly below about 27%
# Target sequence (Q96LD8 whole entry, looked up): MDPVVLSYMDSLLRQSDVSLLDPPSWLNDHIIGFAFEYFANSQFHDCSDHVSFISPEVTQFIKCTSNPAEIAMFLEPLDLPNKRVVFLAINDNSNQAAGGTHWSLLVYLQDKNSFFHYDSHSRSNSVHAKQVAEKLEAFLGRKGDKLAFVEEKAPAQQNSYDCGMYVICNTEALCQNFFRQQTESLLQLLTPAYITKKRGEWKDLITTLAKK
# hIAP activ – human IAP activation; P09923; purified human IAP, CDP-Star luminescence, 30 min; stronger effect = higher value; 1 = vehicle-only enzyme, 0 = enzyme-free background; activation factor at 10 µM; 330,000 tested, 0.16% active; AID 2524;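 active means activation factor of the enzyme at least 2-fold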; further: the source names both 10 and 20 µM as test concentration; values of inactives mirror those of a sister screen read the other way
# MPTP inh – blocks calcium-induced mitochondrial swelling; isolated mouse mitochondria, Ca2+ swelling absorbance, 30 min; AID 602449; 360,000 tested, 1.4% active; inhibition, % at 10 µM;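 active means inhibition of 50% or more, scaled per plate between neutral and stimulator controls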;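 further: 0% = DMSO wells given calcium and 100% = 1 mM EGTA wells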
# Starred values were filed as active, the others as inactive; · = no result given.
SMILES,ATG4B inh,PfGluPho inh,SENP1 FRET inh,GRIN3A LBD mod,SENP6 block,SENP8 inh,hIAP activ,MPTP inh
CC(C)(C)c1nnc(NS(C)(=O)=O)s1,6.5,-3.1,0.3,-0.9,-34.5,9.5,1.14,-0.7
Cc1c(N2C(=O)CS/C2=N\N=C\c2ccccc2O)c(=O)n(-c2ccccc2)n1C,0.9,-9.4,-29.3,-1.1,-13.4,15.0,0.889,-0.9
CCn1ncc(C2=NOC(C(=O)Nc3cc(OC)c(Cl)cc3OC)C2)c1C (stereo not given),10.9,-7.0,1.2,-2.5,5.6,13.7,1.09,1.5
O=C(NC1CCC(O)CC1)c1ccc(-c2ccc([N+](=O)[O-])cc2)o1 (stereo not given),-6.5,24.3,3.0,0.4,15.3,-9.0,0.933,1.2
NS(=O)(=O)c1ccc(NNC(=O)c2ccccc2)cc1,-3.4,16.0,0.5,0.4,-5.5,10.8,0.915,2.9
Nc1nc(Nc2ccccc2)nc(NCc2ccco2)c1[N+](=O)[O-],9.1,11.9,2.8,-8.0,-11.8,20.2,0.902,1.8
Oc1ccccc1N=N/C(=N/Nc1ccccc1O)c1ccccc1,-0.7,-2.8,2.5,-3.9,1.3,15.3,0.946,0.5
CN1CCN(C(=O)c2cc(C(C)(C)C)cc(C(C)(C)C)c2)CC1,6.6,4.8,0.9,3.5,-18.0,18.7,0.952,0.6
C#CC[N+]1(CC#Cc2ccccc2)CCOCC1,-4.5,13.4,1.1,0.2,-4.6,14.6,0.889,-1.9
COc1ccc(S(=O)(=O)N2CCCCCC2)cc1C(=O)N(C)Cc1ccc(C(C)(C)C)cc1,-5.4,23.4,-1.6,-0.4,-10.9,3.4,1.07,0.0
COC(=O)C1=C(COc2ccccc2)NC(=O)NC1c1ccc2ccccc2c1 (stereo not given),6.5,-16.9,·,-0.6,-2.7,·,1.11,·
N#Cc1ccsc1NC(=O)CSc1nnc(-c2ccccc2)o1,-8.2,16.9,-3.8,0.4,4.3,-31.5,0.872,-1.3
COCc1c(C(=O)N/N=C\c2cccnc2)nnn1-c1nonc1N,6.8,-14.4,-0.6,-1.8,8.5,13.0,0.923,-0.3
CCOc1ccc(NC(=O)CN(c2ccc(OC)cc2)S(=O)(=O)c2cccs2)cc1,4.5,-9.2,3.4,3.2,-10.4,12.5,1.05,0.9
CCN(CC(=O)Nc1c(F)cccc1F)C(=O)CCN1C(=O)C2CC=CCC2C1=O (stereo not given),-6.0,-1.9,0.6,-3.3,-9.9,3.3,1.05,-0.9
CCOC(=O)N1CCN(S(=O)(=O)c2cccc3ccc(C)nc23)CC1,-10.1,-13.2,-0.6,0.1,-0.3,1.5,0.87,-2.5
CCN(CC)CCCn1c2c(c(SCC(=O)N3CCc4ccccc43)nc1=O)CCC2,-8.5,11.1,-0.9,3.2,-21.6,1.6,0.922,-1.4
O=C(COc1ccccc1F)Nc1ccc(N2CCOCC2)cc1N1CCOCC1,-4.7,-9.6,0.8,-0.9,6.0,9.3,1.1,-0.4
Cc1ccc(S(=O)(=O)NC2=NCN(C3CCCCC3)CN2)cc1,-6.2,-4.3,2.6,-1.3,-7.2,9.2,0.795,0.8
CCOc1ccccc1CNn1nnnc1N,-3.5,-5.4,1.3,-0.4,-20.8,18.9,0.956,0.7
CCOC(=O)[C@H]1[C@H]2COc3cc(OC)ccc3[C@@H]2N2C(=O)CN(CCc3c[nH]c4ccccc34)C(=O)[C@@]12C,-13.3,12.6,-12.7,-4.4,19.5,-22.9,0.953,-2.8
NS(=O)(=O)c1ccc(NC(=O)COc2ccc(S(=O)(=O)N3CCCC3)cc2)cc1,-20.4,5.8,5.3,1.6,-8.5,-2.4,0.915,-0.7
CCOc1ccc2oc(C(=O)NNC(=O)c3ccccc3O)c(C)c2c1,-1.1,-8.6,-2.8,-7.8,-16.7,-86.3,2.37*,-0.1
COc1ccc(CCNC(=O)COC(=O)Cc2ccccc2F)cc1,2.8,-3.5,4.7,1.5,0.8,11.9,0.98,-0.9
CCOC(=O)c1cc(-c2ccc(/C=C3/C(=O)N(c4ccc(C(=O)O)cc4)N=C3C)o2)ccc1Cl,36.7,12.4,1.4,·,-5.5,19.6,0.815,2.7
NC(=O)c1cc([N+](=O)[O-])ccc1NCCc1ccccc1,6.0,18.0,-1.0,0.9,-13.3,13.9,0.957,4.2
CCn1cc2nc(SCC(=O)Nc3ccc(OC)cc3OC)n(Cc3ccc(OC)cc3)c(=O)c2n1,-23.6,1.1,-0.9,-2.2,-57.0,4.2,0.999,-0.3
Cc1ccccc1C(=O)N1c2ccccc2OCC1C(C)(C)C (stereo not given),1.6,-2.5,2.4,-11.2,-30.1,12.4,0.89,1.7
CCN(CC)S(=O)(=O)c1cccc(NC(=O)COC(=O)c2[nH]c(C)c(C(C)=O)c2C)c1,·,0.9,-0.2,·,·,4.9,·,85.7*
Cc1c(CCC(=O)NCCCn2ccnc2)c(=O)oc2c(C)c3oc4c(c3cc12)CCCC4,-31.9,13.6,-12.9,-4.5,0.4,-220.3,1.07,-1.2
COc1ccccc1CCc1nnc(CCC(=O)NC(C)Cc2cccs2)o1 (stereo not given),-2.8,2.8,0.4,-4.3,-20.3,1.0,0.994,3.1
CC(C)(C)OC(=O)C[C@H]1C/C=C\C[C@@H](CC(=O)N[C@@H](CO)Cc2ccccc2)C(=O)NC[C@@H](c2ccccc2)OC1=O,-15.1,-12.0,2.0,3.0,-4.6,12.6,1.18,-0.2
O=C(NCc1ccccc1Cl)C(=O)NCC1CCCN1S(=O)(=O)c1cccs1 (stereo not given),-8.6,9.3,-10.0,0.5,-18.8,-12.2,1.15,-1.5
CN(C)C(CNC(=O)c1ccc(S(=O)(=O)NCc2ccco2)cc1)c1ccccc1 (stereo not given),7.3,-8.2,-3.0,-1.5,-17.3,2.6,1,0.6
Cc1ccc2nc(Nc3nc(CSc4nnnn4-c4ccccc4)cc(=O)[nH]3)nc(C)c2c1,-6.9,-8.1,1.8,3.8,10.0,4.8,1.75,4.8
Cc1ccc(C(=O)C(OC(=O)CN2C(=O)c3ccccc3C2=O)c2ccccc2)cc1C (stereo not given),19.6,-4.2,2.0,-13.8,-13.8,18.3,0.869,-0.6
CC(=O)c1ccc(NC(=O)CN2CCN(c3ncccn3)CC2)cc1,-4.0,4.1,-0.2,-1.8,-5.0,23.1,0.911,0.3
Cc1ccc(S(=O)(=O)N2CCN(C(=O)CCCOc3cccc(C)c3)CC2)cc1,-1.9,0.8,1.4,-1.2,-12.8,1.3,1.22,2.1
C/C(CCc1ccc2c(c1)OCO2)=N\N=C(/N)SC1CC(=O)N(c2ccc(Cl)cc2)C1=O (stereo not given),5.5,-2.3,-1.0,16.0*,-1.7,4.1,0.973,1.6
Cc1nc(-c2ccccc2)sc1C(N)=O,0.0,9.1,3.4,19.2*,-14.5,27.4,1.04,0.6
CCOc1cc(CNCC2CCCO2)cc(Br)c1OCC(N)=O (stereo not given),-3.1,-14.8,1.0,-1.7,-17.9,15.5,1.24,1.0
CN(Cc1ccc(-n2cccn2)cc1)Cc1cn(C)nc1-c1ccccc1F,12.1,-3.0,1.6,0.5,-14.1,9.9,1.03,-1.3
COC(C[C@H](O)CC(=O)COCc1ccccc1)OC,23.5,0.6,3.3,0.9,-12.5,5.5,0.83,-0.4
Cc1ccc(N(CCC#N)C(=O)COC(=O)C2=COCCO2)cc1,-8.6,-1.4,-1.7,-1.1,-0.7,6.7,1.05,1.6
COc1ccc(OC)c(S(=O)(=O)Nc2ccc3c(c2)N(C(C)=O)CCC3)c1,10.9,8.4,0.4,2.4,2.4,5.4,0.895,0.1
CC(C)NS(=O)(=O)c1ccc(NC(=O)c2cccnc2)cc1,-6.8,0.1,-0.5,0.2,-7.1,14.1,0.958,-1.5
Cc1[nH]nc2c1C1(CCC(c3ccccc3)CC1)C(C#N)=C(N)O2 (stereo not given),10.5,-0.2,0.6,-1.9,18.1,12.0,1.26,0.2
Cc1ccc([C@H]2C(C(=O)O)=CC[C@@H](c3cccc(Cl)c3)N2S(=O)(=O)c2ccc(C)cc2)cc1,1.6,-15.6,-0.4,-3.3,·,5.4,·,7.0
Cc1ccc(C(=O)N2CCSCC2)cc1,-2.6,2.4,2.1,-3.3,1.2,16.8,0.941,-0.6
CCN(CC)CCCNC(=O)c1cc(-c2ccc(Cl)cc2)on1,-0.8,-13.4,1.0,2.0,-11.6,13.9,0.885,2.6
COc1ccc(Cl)cc1N(CC(=O)NCCSCc1ccccc1)S(C)(=O)=O,-2.1,-0.3,0.2,1.9,14.6,6.6,1.05,-0.4
COc1ccc(Nc2ccc(C(=O)O)cc2[N+](=O)[O-])cc1,-0.4,-7.8,1.8,-0.2,17.4,31.8,1.02,7.3

# Entries listed so far that have a Cl atom (7):
SMILES,ATG4B inh,PfGluPho inh,SENP1 FRET inh,GRIN3A LBD mod,SENP6 block,SENP8 inh,hIAP activ,MPTP inh
CCn1ncc(C2=NOC(C(=O)Nc3cc(OC)c(Cl)cc3OC)C2)c1C (stereo not given),10.9,-7.0,1.2,-2.5,5.6,13.7,1.09,1.5
CCOC(=O)c1cc(-c2ccc(/C=C3/C(=O)N(c4ccc(C(=O)O)cc4)N=C3C)o2)ccc1Cl,36.7,12.4,1.4,·,-5.5,19.6,0.815,2.7
O=C(NCc1ccccc1Cl)C(=O)NCC1CCCN1S(=O)(=O)c1cccs1 (stereo not given),-8.6,9.3,-10.0,0.5,-18.8,-12.2,1.15,-1.5
C/C(CCc1ccc2c(c1)OCO2)=N\N=C(/N)SC1CC(=O)N(c2ccc(Cl)cc2)C1=O (stereo not given),5.5,-2.3,-1.0,16.0*,-1.7,4.1,0.973,1.6
Cc1ccc([C@H]2C(C(=O)O)=CC[C@@H](c3cccc(Cl)c3)N2S(=O)(=O)c2ccc(C)cc2)cc1,1.6,-15.6,-0.4,-3.3,·,5.4,·,7.0
CCN(CC)CCCNC(=O)c1cc(-c2ccc(Cl)cc2)on1,-0.8,-13.4,1.0,2.0,-11.6,13.9,0.885,2.6
COc1ccc(Cl)cc1N(CC(=O)NCCSCc1ccccc1)S(C)(=O)=O,-2.1,-0.3,0.2,1.9,14.6,6.6,1.05,-0.4

# From PubChem
